APJ agonist = agonists of human apelin receptor APJ, primary screen, CHO-K1 cells, PathHunter beta-arrestin, luminescence; P35414; 0% DMSO wells, 100% apelin; activation, % at 20 µM; hit rate 0.11% among 330,000; AID 2520, 2010;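 active = activation more than six SD over the plate average, tested at 20 µM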;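 also: 0% = DMSO alone and 100% = apelin-13 at 10 nM; some results filed as inactive read as strong as hits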
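Test system: CHO-K1 APJ beta-arrestin complementation cell line | Compound: Single test compound dose, 20 µM final, 1% DMSO | Incubation: Compound 90 min 25 °C, reagent 1 h | Measured by: beta-gal luminescence | Read-out basis: APJ–arrestin association signal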
CCR6 antag = CCR6 receptor antagonists, primary screen, cell-based, CHO-K1, luminescence, beta-arrestin, uHTS; C-C chemokine receptor type 6 (Homo sapiens), P51684; CHO-K1 CCR6 PathHunter beta-arrestin, CCL20-stimulated; inhibition, % at 20 µM; hit rate 0.49% among 340,000;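 active = compounds whose inhibition of the agonist-driven luminescence signal at 20 µM reaches about 50%, limit read from the data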;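 also: cells stimulated with CCL20 at 14 nM final; plate controls were DMSO with CCL20 for no effect and DMSO without agonist for full effect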
UBC13 polyUb = UBC13 polyubiquitin chain formation inhibitors, primary screen, biochemical, TR-FRET, uHTS; Ubiquitin-conjugating enzyme E2 N (Homo sapiens), P61088; inhibition, % at 20 µM; hit rate 0.47% among 330,000; AID 485273, 2010; in the data active = inhibition above about 45%, passing the limit was not always enough
CXCR6 block = CXCR6 receptor inhibitors, primary screen, cell-based, beta-arrestin, luminescence, CHO-K1 PathHunter, 1536-well; hit rate 0.36% among 360,000; AID 602244, 2012; inhibition, % at 20 µM; in the data active = inhibition above about 34%, passing the limit was not always enough;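 also: antagonist mode with CXCL16 agonist at 10 nM final; 0% = 10 nM CXCL16 with DMSO and 100% = unstimulated wells without agonist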
APJ antag = antagonists of human apelin receptor APJ, primary screen, CHO-K1 cells, beta-arrestin complementation, luminescence | hit rate 0.32% among 330,000 | inhibition, % at 20 µM | P35414;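 active = inhibition above about 40% at 20 µM, limit read from the data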;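 also: cells challenged with 10 nM apelin-13 agonist together with compound; plate controls were apelin-13 plus DMSO wells for no effect and DMSO wells lacking apelin-13 for full effect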
EBI2 block = EBI2 receptor antagonists, beta-arrestin recruitment, primary screen, cell-based, luminescence, 7a,25-OHC stimulation, uHTS | G-protein coupled receptor 183 (Homo sapiens), P32249 | 7a,25-OHC stimulated | inhibition, % at 5 µM | hit rate 0.81% among 360,000; in the data active = inhibition above about 38%;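 also: enzyme fragment complementation signal reports receptor beta-arrestin coupling in cells; 0% = agonist plus DMSO wells and 100% = wells without agonist; some results beyond the cut were filed as inactive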
Gli-Sufu antag = Gli-Sufu pathway antagonists, primary screen, luciferase luminescence, Sufu-KO-LIGHT cells, uHTS; hit rate 0.74% among 340,000; AID 588413, 2011; Sufu-KO-LIGHT fibroblasts, Gli luciferase reporter luminescence; inhibition, % at 5 µM;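 active = inhibition above about 55%, limit read from the data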;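 also: 0% = DMSO-treated cells and 100% = wells with medium but no cells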
ATG4B inh = ATG4B protease inhibitors, primary screen, biochemical, fluorescence, uHTS; Cysteine protease ATG4B (Homo sapiens), Q9Y4P1; ATG4B cleavage of LC3-PLA2, NBD-HPC fluorescence, 1 h; inhibition, % at 8.33 µM; hit rate 0.51% among 340,000; AID 504462, 2011; in the data active = inhibition above about 40%
An asterisk follows results filed as active; nt = not tested or not shown; & = joins results of further samples.

compound	APJ agonist	CCR6 antag	UBC13 polyUb	CXCR6 block	APJ antag	EBI2 block	Gli-Sufu antag	ATG4B inh
CCOC(=O)C1=C(C)NC(=O)NC1c1ccc2c(c1)OCO2 (centres undefined)	-3.0	4.4	4.0	1.9	4.1	3.2	-15.9	2.3
CC(OC(=O)c1ccc(S(=O)(=O)N2CCOCC2)cc1)c1ccccc1 (centres undefined)	-0.7	8.0	-0.1	-2.4	18.7	-1.5	-0.3	-5.0
CNC(=O)c1ccc(NC(=O)C2CCN(S(=O)(=O)c3cccc(C(F)(F)F)c3)CC2)cc1	-2.2	-3.3	4.8	7.5	11.9	-4.9	-2.7	0.2
C[n+]1c(/C=C/c2ccc(O)cc2)ccc2ccccc21	-3.9	14.9	-219.9	10.7	23.5	-0.9	nt	7.5
COC(=O)CC1C(=O)NCCN1C(=O)CSc1nnnn1-c1ccc(Cl)cc1 (centres undefined)	-1.7	6.7	-2.8	-3.5	-0.2	-13.1	-7.5	0.4
CCCCC(CC)CNC(=O)C(=O)c1ccccc1NC(C)=O (centres undefined)	-2.7	-4.0	-4.1	4.3	6.9	-7.9	-19.1	-1.8
CC1(C)Cc2nc3oc4c(N(CCO)Cc5ccccc5)ncnc4c3cc2CO1	0.7	-9.3	9.2	-0.2	-2.6	-1.8	11.9	-16.1
Nc1nc(N)nc(-c2ccccc2)n1	-4.7	1.2	8.9	-5.3	2.7	-2.0	1.9	0.7
CCSc1nc2ccccc2[nH]1	-3.4&2.3	10.2&0.9	-8.8&8.2	4.4&-2.3	3.5&-6.3	8.4&0.7	-3.1&-11.0	-0.2&2.5
CCOC(=O)C1CCN(C(=O)Nc2ccc(OCc3ccccc3)cc2)CC1	2.9	-0.3	8.4	-3.6	1.0	-8.1	8.2	6.4
CCCN1C(=O)C(O)(CC(=O)c2ccc3c(c2)OCCO3)c2ccccc21 (centres undefined)	-5.8	-9.3	-5.3	-10.7	-10.4	-9.9	1.1	-4.5
O=C(COc1ccc(-c2nnco2)cc1)NCc1ccccc1Cl	-0.3	-7.9	-8.3	-13.2	2.1	34.3	4.3	0.4
CCn1c(=O)c(C(C)=O)c(O)c2ccccc21	-4.8	-15.5	17.0	0.6	-19.4	-8.4	-1.7	0.1
COc1ccc(C(=O)NCC(=O)NC2=NCCS2)cc1	2.7	-0.9	1.0	2.1	12.3	-1.3	5.5	-7.1
CCOC(=O)CCSc1nc(-c2ccc3c(c2)OCO3)cc(C(F)(F)F)c1C#N	0.6	12.8	-1.4	-0.5	0.5	7.3	20.0	1.6
CC(=O)Nc1ccc(NC(=O)CS(=O)(=O)c2cn(CC(=O)N3CCCC3)c3ccccc23)cc1	7.1	-22.6	2.0	-1.1	-43.5	-3.6	-4.8	-0.3
Cc1ccc(C)c(Oc2ccc(S(=O)(=O)N3CCN(C)CC3)cn2)c1	-8.1	-6.2	2.1	-5.3	4.4	-1.6	7.7	1.0
COC(=O)[C@]1(C)N[C@H](CN(C)C(=O)c2ccc(C)cc2)[C@@H]2C(=O)N(C)C(=O)[C@@H]21	-2.7	3.2	-9.7	3.1	-15.4	-12.6	45.7	-1.6
C=CCc1ccccc1OCC(O)CN1CCN(C(=O)OCC)CC1 (centres undefined)	-1.9	1.9	1.1	6.8	15.8	-3.5	-18.8	2.8
Cc1ccc(NC(=O)CN(C)C(=O)CNC(=O)c2cccs2)cc1	3.4	6.3	-6.2	1.2	11.9	-1.7	3.1	1.5
O=C(OC12CC3CC(CC(C3)C1)C2)c1ccc(NCc2cc(O)ccc2O)cc1	nt	7.3	nt	-2.6	nt	-10.3	70.4*	9.7
O=C(COc1ccc(S(=O)(=O)N2CCOCC2)cc1)NC1CCCC1	-4.4	1.9	3.2	5.6	17.0	-7.1	5.2	-1.6
O=C(N/N=C/c1ccc(N2CCOCC2)cc1)c1ccccc1OCCOc1ccccc1	-1.2	6.2	0.9	2.0	-10.9	10.7	32.3	2.5
Cc1cccc(N2N=C(C(=O)Nc3ccc(Cl)c(S(=O)(=O)N4CCOCC4)c3)CCC2=O)c1	-3.7	6.5	-2.6	-5.0	2.6	4.1	5.8	-3.1
CN1/C(=C\C(=O)Nc2ccc(F)cc2)C(C)(C)c2ccccc21	-0.3	17.6	-5.7	-6.6	0.1	7.6	3.9	-6.7
CCOc1ccc(CNC(=O)CCS(=O)(=O)c2ccc3c(c2)oc(=O)n3C)cc1	-1.5	15.0	-0.6	-12.0	-39.1	1.8	6.8	1.9
COc1cc(C2C(C(=O)c3ccco3)=C(O)C(=O)N2c2cc(C)on2)cc(Br)c1O (centres undefined)	3.4	4.0	2.3	-3.5	7.0	-2.1	0.8	-2.0
CCOC(=O)c1c(-c2ccccc2)oc2ccc(O)cc12	-3.3	7.8	14.8	2.0	3.1	-2.1	6.4	-9.1
Cc1ccc(NC(=O)C(C)Sc2nc(-c3ccccc3)cc(=O)[nH]2)cc1 (centres undefined)	-3.2	2.3	-3.9	1.0	-10.5	3.0	2.0	-7.5
O=C(COc1ccccc1)Nc1cccc(-c2nc3cc4ccccc4cc3[nH]2)c1	5.8	-19.9	11.6	6.6	-8.4	24.2	-84.2	-1.9

Filtered by structure: the compounds so far containing fluorine (three)
compound	APJ agonist	CCR6 antag	UBC13 polyUb	CXCR6 block	APJ antag	EBI2 block	Gli-Sufu antag	ATG4B inh
CNC(=O)c1ccc(NC(=O)C2CCN(S(=O)(=O)c3cccc(C(F)(F)F)c3)CC2)cc1	-2.2	-3.3	4.8	7.5	11.9	-4.9	-2.7	0.2
CCOC(=O)CCSc1nc(-c2ccc3c(c2)OCO3)cc(C(F)(F)F)c1C#N	0.6	12.8	-1.4	-0.5	0.5	7.3	20.0	1.6
CN1/C(=C\C(=O)Nc2ccc(F)cc2)C(C)(C)c2ccccc21	-0.3	17.6	-5.7	-6.6	0.1	7.6	3.9	-6.7

Next structures:
compound	APJ agonist	CCR6 antag	UBC13 polyUb	CXCR6 block	APJ antag	EBI2 block	Gli-Sufu antag	ATG4B inh
COc1ccc(NC(=S)NNC(=O)Cn2nc(C(F)F)cc2C(F)F)cc1	-6.0	18.2	1.5	0.5	9.2	-4.0	-1.9	-6.0
O=C(Nc1ccccc1)c1cc([N+](=O)[O-])ccc1NC1CCCCC1	-0.7	2.0	1.1	13.3	2.0	-16.1	-2.2	-2.0
COc1cccc(N2CC(C(=O)Nc3nnc(SCC(=O)NCC4CCCO4)s3)CC2=O)c1 (centres undefined)	-3.0	4.1	-3.8	-7.4	-0.8	2.1	-6.2	3.6
COc1cc(NC(=O)c2ccc([N+](=O)[O-])o2)ccc1NC(=O)c1cccs1	1.0	14.8	-26.5	-3.9	-12.7	-16.4	0.1	-25.9
CNC(=S)N(CCc1c(C)[nH]c2ccc(F)cc12)Cc1cccnc1	-2.4	12.6	12.4	0.0	18.8	0.9	-0.1	-2.8
Cc1ccc(C(=O)NC(CCc2ccccc2)C(=O)O)cc1 (centres undefined)	nt	6.7	nt	1.9	nt	-5.0	-4.8	-2.4
COC(=O)C1CSC(c2ccc(Cl)cc2)N1C(=O)c1ccccc1 (centres undefined)	-3.1	3.6	3.4	-6.0	17.5	1.3	-9.4	-4.4
S=c1nc[nH]c2c1ncn2C1CCCC1	nt	-2.2	nt	-9.1	nt	-0.7	5.3	-5.8
CCn1c(/N=C/c2ccccc2NS(=O)(=O)c2ccc(C)cc2)nc2ccccc21	nt	6.9	nt	-5.0	nt	-12.1	-7.1	28.4
CCc1ccc(NC(=O)c2ccc(NC3=NC4CS(=O)(=O)CC4S3)cc2)cc1 (centres undefined)	-0.7	9.5	9.4	1.1	1.5	-1.1	-24.0	-10.9
Cc1ccc(NC(=O)C(C)OC(=O)c2ccc(Cl)nc2)cc1S(=O)(=O)N1CCOCC1 (centres undefined)	-0.8	5.8	-3.5	1.0	-18.1	-10.0	-3.4	-10.4
CCOC(=O)c1[nH]c2ccccc2c1NC(=O)CCN1CCN(C(=O)OCC)CC1	7.4	12.0	1.7	-5.9	-8.1	-10.6	-1.8	-4.3
Cc1ccc(COc2ccccc2C(=S)N2CCCC2)cc1	-3.6	0.3	3.7	8.1	20.8	3.1	-11.6	-5.5
N#Cc1c(-c2cccs2)cc(-c2cccs2)[nH]c1=O	-1.6	-6.8	1.5	6.8	5.3	4.8	-9.6	-7.7
COc1ccc(COC(=O)c2cc(S(=O)(=O)N3CCCCC3)ccc2N2CCOCC2)cc1	-2.7	14.8	2.8	-1.5	-3.3	-4.1	27.9	8.6
C/C(=N\Nc1nccnc1Cl)c1ccc(O)c(C)c1	-1.3	10.9	-6.1	-5.8	3.1	-1.0	-32.0	1.8
CCc1nc2ccc(C(=O)N3CCN(c4cccc(C)c4C)CC3)cc2nc1CC	0.3	15.8	2.0	11.5	9.3	-5.3	1.7	13.8
CCC(C)NS(=O)(=O)c1ccc(OCC(=O)Nc2ccc3c(c2)OCCO3)cc1 (centres undefined)	-1.4	5.5	0.0	-12.4	14.0	5.4	-1.5	-11.7
Cc1cccc(CCNC(=O)c2cccc(N3CCCC3=O)c2)c1	-3.4	14.5	5.8	-7.4	8.7	3.4	-66.5	-5.4
O=C(Cn1cc(/C=N/NC(=O)c2cccc3ccccc23)c2ccccc21)Nc1ccc(F)cc1	0.9	8.7	-7.4	1.6	5.2	11.6	-0.6	8.0
O=C(N/N=C\c1ccc(Sc2ccccn2)o1)c1cccc(F)c1	5.8	6.7	-6.9	0.5	7.2	-1.9	-3.2	-3.9
C=C(C)COc1ccc(-c2nc(N)ncc2Oc2ccccc2OCC)c(O)c1	-4.1	7.3	6.5	23.0	-6.6	21.5	6.1	11.8
Cc1ccc(NC(=O)C2CCCN(S(=O)(=O)c3c(C)noc3C)C2)cc1F (centres undefined)	0.3	-2.2	-3.4	-1.8	-4.0	-4.3	nt	-12.0
CC(C)(C)c1nc2ccccc2c(=O)n1N1C(=O)c2ccccc2C1=O	-0.3	16.2	3.9	0.9	-7.0	12.9	0.4	15.6
CC1(C)Cc2c(cnn2-c2cccc(F)c2)C(NC(=O)c2ccc[n+]([O-])c2)C1 (centres undefined)	-6.4	16.4	-9.9	-0.4	-7.4	-9.7	4.0	2.4
CCOC(=O)CNC(=O)c1cccs1	-6.6	-1.4	5.1	-16.7	5.2	-7.6	7.5	-4.2
CS(=O)(=O)c1ccccc1C(=O)Nc1nc2ccccc2[nH]1	-1.6	-1.0	0.6	-2.8	-0.3	3.6	-9.3	25.8
N#Cc1ccc(NC(=O)N2CCC(c3nc4c(nnn4Cc4cccc(Cl)c4)c(=O)[nH]3)CC2)cc1	0.9	4.5	15.7	-5.0	10.2	10.2	8.3	-16.8
Cc1c(-n2c(-c3ccccc3Cl)n[nH]c2=S)c(=O)n(-c2ccccc2)n1C	-1.9	11.9	-10.0	-8.0	-22.9	-3.1	0.8	-26.6
O=C(CN1CCOCC1)Nc1cc(C(F)(F)F)ccc1Cl	-0.5	-4.7	15.2	-3.0	5.2	-0.5	-5.2	-8.4
O=C1C=C(Nc2ccc(Cl)cc2)CC(c2ccc(Cl)cc2)C1 (centres undefined)	-3.7	18.5	-0.2	-6.4	17.8	80.9*	13.3	9.3
COc1cc(C=O)ccc1OCCCOc1ccccc1[N+](=O)[O-]	-3.7	14.9	-5.1	-1.1	-20.6	-5.7	-29.2	-3.0

Screening results: PubChem, Sanford-Burnham Center for Chemical Genomics
